# Compound activity (PubChem)
# RXFP1 agonist: RXFP1 (human) receptor agonism; HEK293T-RXFP1 cAMP TR-FRET, 30 min; response scale: percent of porcine relaxin response, buffer zero; 370,000 tested, 0.3% active; Potency, µM (doses to about 57.5 µM), for inactives: at the top dose activation, hits mostly activators; note: potency is the fitted concentration of half-maximal effect; % is set by controls: 0 for no effect and ±100 for the full control effect; nearly all actives have a fitted effect of over 60% in size; many of its hits are not listed in these tables
#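 Agonist response is measured as cAMP accumulation in an RXFP1-transfected HEK293T line under PDE4 inhibition. Values are scaled between buffer-only and 29 nM porcine relaxin, and EC50s come from standard Hill equation fits.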
# Vif-APOBEC3G blk: blocks the Vif interaction with human APOBEC3G. 410,000 tested, 0.076% active. HeLa A3G-eYFP + Vif (tagged APOBEC3G with the HIV-1 protein that degrades it), YFP fluorescence, overnight. Potency, µM (doses to about 46.1 µM), inactives show at the highest dose activity, negative = active, most hits filed as inhibitors;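 note: potency is the fitted concentration of half-maximal effect; % is set by controls: 0 for no effect and ±100 for the full control effect; nearly all actives have a fitted effect of over 60% in size; hits raise eYFP signal because A3G escapes Vif-driven loss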
# Target sequence (Q9HC16 whole entry, looked up): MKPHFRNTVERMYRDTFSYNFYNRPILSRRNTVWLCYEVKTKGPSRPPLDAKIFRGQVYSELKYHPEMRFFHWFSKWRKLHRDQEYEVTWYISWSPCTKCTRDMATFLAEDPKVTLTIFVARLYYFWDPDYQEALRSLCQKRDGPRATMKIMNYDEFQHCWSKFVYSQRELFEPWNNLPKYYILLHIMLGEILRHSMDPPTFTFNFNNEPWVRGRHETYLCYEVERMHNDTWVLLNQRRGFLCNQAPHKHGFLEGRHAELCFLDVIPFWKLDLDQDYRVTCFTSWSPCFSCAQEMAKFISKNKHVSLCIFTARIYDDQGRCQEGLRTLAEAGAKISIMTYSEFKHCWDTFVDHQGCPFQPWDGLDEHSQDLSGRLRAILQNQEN
#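 HeLa cells stably expressing Vif and C-terminally eYFP-tagged A3G, seeded overnight at 37 deg C, then exposed to compound by pintool overnight at 37 deg C. Rise in yellow fluorescence (Ex 488/Em 500-530, Acumen) marks blocked Vif-driven A3G degradation.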
# Glioma ERSR ind: ER stress response induction in glioma. U87-MG GRP78 promoter luciferase reporter, 16 h. AID 602332. Potency, µM, for the others: top-dose activation, most hits filed as activators. 420,000 tested, 0.02% active; note: potency is the fitted concentration of half-maximal effect; series mostly up to about 76 µM; % of control where 0% means no effect; nearly all actives have a fitted effect of over 35% in size
#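 Stably transfected U87-MG human glioma cells carrying a GRP78-based luminescent sensor were seeded at 1000 cells/well, pin-dosed with compounds and incubated 16 h. Luciferase reagent was then added, and end-point luminescence was read after 10 min at room temperature.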
# PI4K2A block: inhibitors of human PI4K2A; Q9BTU6; purified PI4K2A, ADP-Glo luminescence, 1 h; hits give low values; activity change, negative = inhibition, % at 76.9 µM; 420,000 tested, 0.13% active; in the data active = activity change below about -50%; inconclusive = mostly about -30% to -49%;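 note: -100% = wells without enzyme as full effect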
#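 In this quantitative HTS, ADP production by PI4K2A was quantified luminescently after 1 h at ambient temperature; 100 microM adenosine served as plate-quality control.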
# Vif-APOBEC3F blk: inhibitors of Vif-A3F interaction. Potency, µM (doses to about 46.1 µM), for inactives: at the highest dose activity, negative = active. 390,000 tested, 0.2% active. AID 602313. HeLa A3F-eYFP + Vif (tagged APOBEC3F with the HIV-1 protein that degrades it), YFP fluorescence increase; note: potency is the fitted concentration of half-maximal effect; % of control where 0% means no effect; nearly all actives have a fitted effect of over 65% in size
#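 HeLa cells stably expressing Vif plus C-terminally eYFP-tagged A3F were seeded, incubated overnight at 37 deg C, dosed with compound, incubated overnight again at 37 deg C. Yellow fluorescence (Ex 488/Em 500-530) reported blocked Vif-mediated A3F-eYFP degradation.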
# TrxR1 substrate: substrates of rat thioredoxin reductase 1; O89049; purified TrxR1 substrate turnover, NADPH consumption readout; Potency, µM (top dose mostly 114 µM), without a hit: top-dose activity change, negative = substrate turnover; 390,000 tested, 0.01% active; AID 588456; note: potency is the fitted concentration of half-maximal effect; % is set by controls: 0 for no effect and ±100 for the full control effect; nearly all actives have a fitted effect of over 50% in size
# Target sequence (O89049 whole entry, looked up): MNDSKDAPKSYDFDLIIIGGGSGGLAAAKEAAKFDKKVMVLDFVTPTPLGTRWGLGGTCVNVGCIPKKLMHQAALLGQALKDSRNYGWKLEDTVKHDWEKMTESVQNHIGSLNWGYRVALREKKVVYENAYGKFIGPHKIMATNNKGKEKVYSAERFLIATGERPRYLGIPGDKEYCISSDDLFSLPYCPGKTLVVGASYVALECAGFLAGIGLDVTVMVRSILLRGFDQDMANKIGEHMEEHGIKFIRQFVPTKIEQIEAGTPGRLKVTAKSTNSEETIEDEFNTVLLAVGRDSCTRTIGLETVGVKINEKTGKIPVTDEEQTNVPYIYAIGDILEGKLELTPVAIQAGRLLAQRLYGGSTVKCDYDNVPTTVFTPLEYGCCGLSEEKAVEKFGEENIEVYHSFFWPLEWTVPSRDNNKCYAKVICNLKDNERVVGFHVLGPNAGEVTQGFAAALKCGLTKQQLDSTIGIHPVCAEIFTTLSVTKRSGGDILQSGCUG
#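 Rat TrxR1, dispensed at 90 nM, was prereduced with 400 uM NADPH (final) for 5 min at ~22 deg C, then incubated with compound 15 min before 400 uM selenite. A first-read NADPH fluorescence drop versus no-compound background flagged substrates.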
# mIDH1 inhibitor: blocks human mutant IDH1 R132H enzyme; AID 602179; O75874; IDH1-R132H enzyme, NADPH consumption, diaphorase/resazurin fluorescence; Potency, µM (doses to about 76.6 µM), inactives show at the highest dose activity change, negative = inhibition, most hits filed as inhibitors; 390,000 tested, 0.093% active; note: potency is the fitted concentration of half-maximal effect; % is set by controls: 0 for no effect and ±100 for the full control effect; nearly all actives have a fitted effect of over 65% in size
#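 IDH1-R132H (0.5 ug/mL) preincubated 30 min with compound, then NADPH (0.016 mM) and alpha-KG (2 mM) added; 80 min at RT, pH 7.5. Remaining NADPH coupled via diaphorase/resazurin to fluorescence (540/590 nm); concentration-response curves normalized to no-enzyme control.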
# LDHA inh: blocks human lactate dehydrogenase A; P00338; purified LDHA, NADH/diaphorase-resazurin fluorescence; hits give low values; activity change, % (values are at about 110 or 230 µM); 480,000 tested, 0.15% active; AID 1347041; in the data active = activity change below about -30%; inconclusive = mostly about -25% to -30%;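 note: plate controls were DMSO wells for no effect and wells without enzyme for full effect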
#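 LDH5 2 nM; NADH 0.06 mM, pyruvate 0.2 mM; 200 mM Tris pH 7.4, EDTA, Tween-20; 5 min RT. Detection: diaphorase 0.133 mg/mL + resazurin 37 µM, fluorescence ex540/em590 at 0 and 20 min; normalized to enzyme-free and DMSO wells.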
# USP1 inh: inhibitors of human USP1/UAF1 deubiquitinase; recombinant USP1/UAF1, Ub-Rhodamine cleavage fluorescence; Potency, µM (top dose mostly 57.1 µM), for the others: at the top dose activity change, negative = inhibition, hits mostly inhibitors; 390,000 tested, 0.23% active; note: potency is the fitted concentration of half-maximal effect; % is set by controls: 0 for no effect and ±100 for the full control effect; nearly all actives have a fitted effect of over 60% in size; inactives centre near -12
#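 USP1/UAF1 complex at 1 nM was preincubated with compound for 15 min at room temperature, then Ub-Rho substrate (150nM final) was added. Fluorescence (480/540 nm) was read kinetically, 6 reads every 60 seconds.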
# The depositor's hits bear a star; ? = inconclusive; . = no result given; & = joins results of further samples; [ ] = remark or other dose. Unless noted, calls come from the whole dose curve; as a rule, active = well fitted curve in the direction sought with a large enough effect; inconclusive = small, poorly fitted or top-dose-only effect, or another doubt; inactive = no such curve, though single readings can be large; an effect the other way counts as inactive or inconclusive. These rows are one share of the data, so the mix of outcomes need not match the whole.
canonical_smiles	RXFP1 agonist	Vif-APOBEC3G blk	Glioma ERSR ind	PI4K2A block	Vif-APOBEC3F blk	TrxR1 substrate	mIDH1 inhibitor	LDHA inh	USP1 inh
Cc1ccc(C2CC(=O)C(C=NCCN3CCN(C(=O)Cc4ccccc4)CC3)=C(O)C2)cc1 (configuration not stated)	-0.4%	1%	-3%	-1	8%	-15%	-10%	-6	-2%
C=CCn1c(O)c(C(C)=NCCC(c2ccccc2)c2ccccc2)c(=O)[nH]c1=O	0.0%	-2%	-1%	-3	-6%	2%	0%	-5	-6%
CCOc1cc2c(cc1OCC)-n1cccc1C(c1ccccc1OC)NC2 (configuration not stated)	1.2%	3%	-8%	-3	-25%	-4%[11.4 µM]	15%	-5	-7%
COc1cc2c(c(OC)c1OC)-c1ccc(O)c(=O)cc1[C@@H](N)CC2	0.2%	0%	-6%	-2	3%	-1%[57.1 µM]	14%	2	-14%
Cc1ccccc1-n1c(O)c(/C=N/c2nccs2)c(=O)[nH]c1=O	0.2%&1.1%	-1%&-1%	-7%&-2%	5&-3	-12%&-4%	2%&13%	-6%&12%	-9&4	-9%&-21%
COc1ccccc1OCC(=O)N1CCCC(N2CCN(c3ccc(F)cc3)CC2)C1 (configuration not stated)	1.8%	-2%	1%	3	5%	5%	8%	-2	-12%
CCOC(=O)C1(CCc2ccccc2)CCN(C(C)CSC)CC1 (configuration not stated)	.	0%	-1%	-3	0%	7%	8%	-2	-11%
COc1cc(/C=C2\C(=O)NC(=O)N(c3ccccc3)C2=O)cc(OC)c1O	-3.1%	1%	-5%	-20	-17%	-15%	-3%	53	-4%
O=C(N/N=C/c1c(O)n(C2CCCCC2)c(=S)[nH]c1=O)c1ccccc1	0.3%	4%	4%	-6	-10%	-3%	0%	0	-16%
Cc1cccc(C(=O)Nc2ccc(C(=O)OCc3cc(=O)n4nc(C5CC5)sc4n3)cc2)c1	?	-7%	-2%	1	-5%	3%[57.1 µM]	7%	4	-5%
O=C1NC(=S)NC(=O)C1c1ccccc1	.	0%	-4%	3	5%	-13%	18%	-9	-1%
O=c1[nH]c(O)c(C=NCCc2ccccc2)c(=O)[nH]1	-2.6%	-1%	-1%	5	-2%	-3%	-11%	-12	-4%
Nc1nonc1C(=O)N/N=C/c1ccc([N+](=O)[O-])o1	18%	-8%	1%	-6	?	0%[57.1 µM]	-2%	7	-8%
COc1ccc(OCC(=O)N2CCN(CCc3ccccn3)CC2)cc1	2.8%	0%	0%	0	-10%	6%	3%	-1	2%
COC(=O)C1=C(c2ccc(F)cc2OCc2ccccc2)C[C@@H]2CC[C@H]1N2C	0.0%	2%	-5%	-1	1%	8%[57.1 µM]	-5%	-8	-22%
O=c1c2ccccc2nc(/C=C/c2ccc(F)cc2)n1-c1ccccn1	-0.6%	-1%	1%	1	0%	29%	4%	0	?
CCCCn1c(O)c(C(C)=NCCN2CCCCC2)c(=O)[nH]c1=O	0.1%	-6%	-6%	-1	1%	-1%	5%	-3	-5%
CN(C)C(=O)Oc1ccc2c(=O)c(Oc3ccccc3Br)coc2c1	1.8%	-3%	4%	0	2%	-1%[57.1 µM]	-7%	-8	-15%
O=c1[nH]c(=S)n(-c2ccccc2F)c(O)c1C=NCc1ccco1	4.5%	3%	-4%	-5	0%	-7%	6%	-4	-1%
O=C1NC(=S)NC(=O)C1C1CCCCC1	-2.7%	-2%	-2%	-4	0%	7%	3%	-6	-5%
CCOc1ccccc1NC(=O)c1cccn(Cc2ccccc2C)c1=O	3.0%	1%	-3%	-3	12%	2%[57.1 µM]	-13%	-7	-12%
CC(C)NP(=O)(NC(C)C)OP(=O)(NC(C)C)NC(C)C	-0.4%	0%	-2%&0%	4&-8	4%	8%[57.1 µM]	3%	-11	17%
CCN(CC)CCCC(C)N=C(c1ccccc1)c1c(O)n(C)c(=O)n(C)c1=O (configuration not stated)	2.7%	0%	-5%	5	-7%	8%[57.1 µM]	1%	-3	-12%
COC12CCC3(CC1C(C)(O)C(C)(C)C)[C@H]1Cc4ccc(OC5OC(C(=O)O)[C@@H](O)C(O)[C@H]5O)c5c4[C@@]3(CCN1CC1CC1)C2O5 (some centres not stated)	.	0%	1%	-3	11%	1%	-9%	11	-4%
O=C(Nc1ccc(Br)cc1C(=O)c1ccccc1)c1ccccc1	1.0%	-3%	-3%	-1	3%	0%	0%	-1	?

# Only TrxR1 substrate, for 3 of the compounds above:
structure	TrxR1 substrate
O=C1NC(=S)NC(=O)C1c1ccccc1	-13%
O=c1[nH]c(O)c(C=NCCc2ccccc2)c(=O)[nH]1	-3%
Nc1nonc1C(=O)N/N=C/c1ccc([N+](=O)[O-])o1	0%[57.1 µM]

# Returning to the listing, starting three compounds before the break.
canonical_smiles	RXFP1 agonist	Vif-APOBEC3G blk	Glioma ERSR ind	PI4K2A block	Vif-APOBEC3F blk	TrxR1 substrate	mIDH1 inhibitor	LDHA inh	USP1 inh
CCN(CC)CCCC(C)N=C(c1ccccc1)c1c(O)n(C)c(=O)n(C)c1=O (configuration not stated)	2.7%	0%	-5%	5	-7%	8%[57.1 µM]	1%	-3	-12%
COC12CCC3(CC1C(C)(O)C(C)(C)C)[C@H]1Cc4ccc(OC5OC(C(=O)O)[C@@H](O)C(O)[C@H]5O)c5c4[C@@]3(CCN1CC1CC1)C2O5 (some centres not stated)	.	0%	1%	-3	11%	1%	-9%	11	-4%
O=C(Nc1ccc(Br)cc1C(=O)c1ccccc1)c1ccccc1	1.0%	-3%	-3%	-1	3%	0%	0%	-1	?
O=C1C(=O)N(c2ccccc2)P(=O)(N(CCCl)CCCl)N1c1ccccc1	.	1%	1%	-17	7%	-6%	0%	-2	?
COc1cc(OC)c(OC)cc1CNCCc1ccc(F)cc1	0.0%	-2%	-3%	10	7%	7%	3%	-9	-28%
CNC(=O)Oc1ccc(C(=O)N2c3ccccc3NC(=O)C2C)cc1 (configuration not stated)	1.5%	-6%	-5%	2	2%	-1%	-4%	-6	-1%
CCNC(=O)[C@H]1O[C@@H](n2cnc3c(N)ncnc32)[C@H](O)[C@@H]1O	1.3µM*	3%	-3%&-1%&-3%&-3%	-13&-18	2%	?	15%	-2	-26%
COCCNC(=O)CN1C2CCC1CC(O)(c1cccnc1)C2 (configuration not stated)	-1.5%	2%	-4%	2	-9%	-8%	3%	8	-14%
C[C@]12CC[C@H](O)C[C@@H]1CC[C@@H]1[C@@H]2CC[C@]2(C)[C@@H](C(=O)O)C[C@@H]12	1.0%	1%	-2%	-1	0%	4%	6%	-4	-28%
O=C1NC(=S)NC(=O)C1=Cc1c(Cl)cccc1Cl	.	-5%	5%	-3	1%	6%[57.1 µM]	10%	-9	-7%
O=C(O)COc1ccccc1/C=C1\C(=O)NC(=O)N(CCC2=CCCCC2)C1=O	1.3%	-5%	-3%	?	-12%	9%	0%	-35*	-19%
CN1CCC(n2nccc2N)CC1	-0.7%	1%	-5%	-6	.	2%	-3%	4	3%
O=C(CCc1nc(-c2ccccc2F)no1)N1CCC2(CC1)OCCO2	1.2%	-8%	0%	3	2%	-2%[57.1 µM]	8%	3	-5%
CCN1CCN(C(=O)Cc2c(C)n(C(=O)c3ccc(Cl)cc3)c3ccc(OC)cc23)CC1	0.0%	5%	-2%	1	-9%	-3%	-12%	-2	-21%
O=C(Cc1ccccc1)Oc1cccc(N2C(=O)CCC2=O)c1	1.4%	-1%	-2%	2	-11%	2%	3%	-9	-18%
CC[N+](CC)(CC)CCCOC(=O)C(O)(c1ccccc1)C1CCCCC1 (configuration not stated)	2.2%	4%	-2%	4	7%	-2%	-5%	-7	5%
OC(CCNCCc1c[nH]c2ccccc12)C(F)(F)Cl (configuration not stated)	-1.3%	4%	-2%	11	9%	11%[57.1 µM]	-6%	-8	-13%
CN1C(=O)N(C)C(=O)C2(Cc3cc(NC(=O)c4ccc(F)cc4)ccc3N3CCCC32)C1=O (configuration not stated)	-1.4%	4%	-5%	4	-7%	4%	0%	11	-22%
Cc1nnc(SCc2nc3ccccc3c(=O)n2-c2ccccc2Cl)n1N	2.7%	1%	-3%	-1	-5%	9%	6%	7	-9%
CC(NC(=O)Cc1cccc2ccccc12)C(=O)N1CCC(=O)CC1 (configuration not stated)	-0.1%	1%	-4%	8	-1%	3%	-2%	-4	-18%
CC1CCC(C)(NS(=O)(=O)OCC(Cl)(Cl)Cl)CC1 (configuration not stated)	-1.3%	0%	2%	0	-6%	-4%	8%	0	?
COc1cc(OC)cc(C(=O)Nc2ccc(Cl)cc2C(=O)c2ccccc2Cl)c1	-2.3%	4%	-3%	0	1%	2%	-2%	-4	-20%
O=C(c1ccc2c(c1)N(Cc1c(F)cccc1Cl)C(=O)c1ccccc1S2)N1CCC2(CC1)OCCO2	3.6%	2%	2%	1	2%	-7%	0%	-11	-20%
C[n+]1ccc(-c2ccccc2)c2ccccc21	0.1%	5%	-3%	-1	9%	88%[activator][57.1 µM]	0%	-15	-15%
